TbPYK inhibitor: blocks Trypanosoma brucei pyruvate kinase. Q57TT1. TbPYK enzyme, Kinase-Glo Plus ATP luminescence, 45 min. Potency, µM (doses to about 76.8 µM), without a hit: at the highest dose activity, negative = inhibition, most hits filed as inhibitors. 0.12% of 410,000 active; further: potency means the concentration at half of the fitted maximal effect; nearly all actives have a fitted effect of over 50% in size
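Enzyme and substrate buffer are dispensed first and compound is pin-transferred. ADP at 130 uM final then starts the reaction, which runs 45 min at room temperature. Detection reagent is added for 10 min before luminescence is imaged.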
HCV inhibitor: HCV inhibition. Huh7.5.1 HCVcc-Cre infection, luciferase reporter, 44 h. Potency, µM (titrated, usually from 41.8 µM), without a hit: at the highest dose activity change, negative = inhibition, usual class: inhibitors. 3.4% of 340,000 active; further: potency means the concentration at half of the fitted maximal effect
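Infectious HCVcc-Cre (~0.5 moi) was added to cells just after compound, with cells seeded 4 h earlier at 1,000 per well. Luciferase activity after 44 h culture reported infection; substrate was incubated 15 min at room temperature before reading.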
AMA1-RON2 inh: disrupts binding of P. falciparum AMA1 to RON2 | AlphaScreen AMA1-biotinylated RON2 peptide binding | Potency, µM (series often up to 58.2 µM), inactives show at the highest dose activity change, negative = inhibition, actives largely listed as inhibitors | 0.2% of 360,000 active | AID 720542;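 further: potency means the concentration at half of the fitted maximal effect; 0% = vehicle wells and -100% = peptide control; nearly all actives have a fitted effect of over 45% in size; some results filed as inactive show a strong effect at the top dose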
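AMA1 (3D7) with his tag at 25 nM final met compounds first, then biotinylated RON2 peptide at 25 nM; detection used donor plus acceptor beads, 10 µg/mL apiece, read by AlphaScreen after 30 min at room temperature.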
AmpC detergent: inhibitors of E. coli AmpC beta-lactamase with detergent; AmpC hydrolysis of nitrocefin, absorbance 480 nm, 0.01% Triton; Potency, µM (top dose mostly 114 µM), for the others: top-dose activity change, negative = inhibition, actives largely listed as inhibitors; 0.041% of 370,000 active;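 further: potency means the concentration at half of the fitted maximal effect; 0% = no-compound wells and -100% = no-enzyme wells; nearly all actives have a fitted effect of over 25% in size; some results filed as inactive show a strong effect at the top dose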
Target sequence (P00811 whole entry, looked up): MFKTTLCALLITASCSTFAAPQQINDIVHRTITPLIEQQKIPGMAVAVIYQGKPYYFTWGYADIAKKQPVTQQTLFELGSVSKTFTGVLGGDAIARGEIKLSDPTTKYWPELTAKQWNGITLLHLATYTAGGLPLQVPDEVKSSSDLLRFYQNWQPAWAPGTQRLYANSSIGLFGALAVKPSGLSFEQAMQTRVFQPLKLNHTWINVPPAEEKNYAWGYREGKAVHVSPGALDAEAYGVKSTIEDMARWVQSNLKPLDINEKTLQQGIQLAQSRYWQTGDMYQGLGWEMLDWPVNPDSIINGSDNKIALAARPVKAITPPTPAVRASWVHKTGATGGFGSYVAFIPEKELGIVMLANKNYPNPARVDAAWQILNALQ
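20 mM phosphate pH 7.0 + 0.01% (detergent screen) or 0.0001% Triton X-100; 5.3 nM AmpC reagent; cpd preinc 15 min RT; nitrocefin (800 uM stock) to start; A480 q20 s × 4 min; Activity was normalised to no-enzyme and no-compound control wells.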
LmPK inh: LmPK (Leishmania mexicana) enzyme inhibition. Q27686. purified LmPK, Kinase-Glo ATP luminescence, 1 h. Potency, µM (highest dose often 57.5 µM), for the others: at the highest dose activity change, negative = inhibition, most hits filed as inhibitors. 0.37% of 290,000 active. AID 1721; further: potency means the concentration at half of the fitted maximal effect
Target sequence (Q27686 whole entry, looked up): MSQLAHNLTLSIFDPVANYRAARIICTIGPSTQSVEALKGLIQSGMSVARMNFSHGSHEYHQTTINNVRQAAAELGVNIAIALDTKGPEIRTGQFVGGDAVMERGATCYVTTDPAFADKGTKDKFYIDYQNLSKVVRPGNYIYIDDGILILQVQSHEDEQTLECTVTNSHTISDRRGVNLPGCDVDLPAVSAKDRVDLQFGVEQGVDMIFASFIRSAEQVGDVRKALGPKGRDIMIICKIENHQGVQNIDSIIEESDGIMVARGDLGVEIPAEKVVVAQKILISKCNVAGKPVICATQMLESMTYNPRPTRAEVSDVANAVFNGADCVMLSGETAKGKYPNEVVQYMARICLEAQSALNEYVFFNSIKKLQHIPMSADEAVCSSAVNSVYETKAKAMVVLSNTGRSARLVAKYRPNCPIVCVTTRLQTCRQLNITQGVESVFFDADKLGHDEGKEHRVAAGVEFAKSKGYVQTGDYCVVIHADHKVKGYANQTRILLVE
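Purified LmPK (0.1 nM) converted ADP (0.1 mM) to ATP with PEP (0.5 mM) in imidazole buffer pH 7.2 with KCl and MgCl2, 1 h at room temperature. ATP was read by Kinase-Glo luminescence; data normalized to uninhibited and no-enzyme controls.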
AmpC no deterg: inhibitors of E. coli AmpC beta-lactamase without detergent | 0.52% of 330,000 active | Potency, µM (series often up to 57.1 µM), inactives show top-dose activity change, negative = inhibition, actives largely listed as inhibitors | P00811 | AmpC nitrocefin hydrolysis, absorbance 480 nm, 0.0001% Triton;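 further: potency means the concentration at half of the fitted maximal effect; plate controls were no compound for no effect and no enzyme for full effect; nearly all actives have a fitted effect of over 20% in size; some results filed as inactive show a strong effect at the top dose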
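AmpC (5.3 nM in the dispensed reagent) in 20 mM phosphate pH 7.0 with 0.01% (detergent screen) or 0.0001% Triton X-100 was preincubated with compounds for 15 min at room temperature. Nitrocefin was then added from an 800 uM solution, and hydrolysis was followed at 480 nm.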
HCMV inh: blocks human cytomegalovirus replication. HFF cells, HCMV-luciferase reporter, 72 h; active compounds read low. activity change, negative = inhibition, % at 57.5 µM. 4.5% of 410,000 active; in the data active means activity change below about -60%; inconclusive means no clear call, values can overlap the other calls; inactive means above about -39%
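Two compound doses tested in HFFs infected with HCMV-luciferase, MOI 1 PFU/cell, 72 h at 37C. Lysate luminescence read with OneGlo; data normalized against buffer-only and 10uM Salinomycin inhibitor controls.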
An asterisk follows results filed as active; u = inconclusive; x = not tested or not shown; & = joins results of further samples; [ ] = another dose, or the depositor's remark. Unless noted, the call rests on the fitted dose curve; in most records, active means well fitted curve in the direction sought with a large enough effect; inconclusive means small, poorly fitted or top-dose-only effect, or another doubt; inactive means no such curve, though single readings can be large; an effect the other way counts as inactive or inconclusive. Unless noted, on the % scale 0 is the no-effect control and ±100 the full control effect.

SMILES	TbPYK inhibitor	HCV inhibitor	AMA1-RON2 inh	AmpC detergent	LmPK inh	AmpC no deterg	HCMV inh
CCn1cc(C(=O)NCCc2ccc(Cl)cc2)c(=O)c2ccc(C)nc21	1.7%	11.3%	13.2%	3.0%	0.5%	-18.1%	u
NC(=O)c1ccc(NC(=O)CSc2nnc(C3CCCCC3)n2N)cc1	-8.0%	4.4%	-2.1%	-11.6%	2.8%	-16.3%	6.7
COc1cc2c(cc1OC)C(C)N(S(=O)(=O)c1ccc(Cl)nc1)CC2 (stereo not drawn)	-1.1%	-1.2%	-0.6%	2.8%	3.1%	-1.2%	-15.0
C=CCn1c(O)c(C(CC)=NCc2cc(OC)cc(OC)c2)c(=O)[nH]c1=O	0.9%	-31.4%	-7.2%	-2.0%	1.6%	u	140.2
Cc1ccc(NC(=S)N2CCN(S(=O)(=O)c3ccccc3)CC2)cc1	-5.8%	12.8%	-11.0%	4.4%	-6.9%	-5.8%	-21.8
C=CCSC1=C(C#N)C(c2cccc(OC)c2)CC(=O)N1 (stereo not drawn)	-5.5%	6.5%	-2.7%	u	0.7%	-4.4%	-2.2
Cc1cc(C)cc(NC(=O)CN2C(=O)CN=C(c3ccccc3)c3cc(Cl)ccc32)c1	-0.4%	x	x	9.3%	x	x	17.8
COc1ccc(OC)c(-n2c(O)c(C=Nc3c(C)n(C)n(-c4ccccc4)c3=O)c(=O)[nH]c2=S)c1	u	0.6%	17.4%	-1.5%	-1.1%	-5.9%	-23.4
COc1ccc(C)cc1N(CC(=O)N1CCc2ccccc2C1)S(C)(=O)=O	9.9%	4.1%	-8.7%	1.9%	4.4%	172.5%[activator]	-24.2
CC(C)(C)OC(=O)N1Cc2ccccc2C[C@H]1C(=O)N1CCC[C@H]1C(=O)O	-1.0%	0.1%	2.4%	8.5%	4.6%	-2.8%	-37.4
O=C(N/C(=C\c1cccs1)C(=O)N1CCCCCC1)c1ccccc1	-4.0%	25.0%	-3.8%	0.6%	0.7%	-10.1%	17.0
CSc1nc2ncc(C(=O)O)c(N)n2n1	1.9%	-13.4%	1.1%	-11.2%	-8.9%	-12.4%	u
CCOc1ccc(C(=O)OCC(=O)NCc2ccccc2)cc1OCC	-2.5%	u	10.2%	-8.1%	x	-7.4%	-3.3
CCCCCCNC(=O)CC(NS(=O)(=O)c1ccc(OC)cc1)C(C)C (stereo not drawn)	5.9%	9.3%	-2.5%	u	3.0%	-5.4%	-22.4
O=S(=O)(NC1CC1)c1ccc(S(=O)(=O)N(Cc2ccccn2)C2CCCC2)cc1	14.6%	15.4%	6.8%	-4.8%	-1.4%	1.5%	-14.2
O=C(CNC(=O)c1ccco1)OCc1ccccc1Cl	0.4%	4.3%	6.8%	x	x	-14.8%	-2.2
COc1cccc(C(=O)N2CCN(S(=O)(=O)Cc3ccccc3)CC2)c1OC	-3.6%	-16.8%&-7.9%	-8.2%	u	-1.6%	-9.4%	-11.2
O=C(Cc1cn2ccsc2n1)Nc1nc2c(s1)CN(Cc1ccccc1)CC2	-5.1%	4.7%	11.9%	-11.3%	4.1%	16.0%	-2.8
CC(OC(=O)C1CCCCC1)C(=O)Nc1cccc([N+](=O)[O-])c1 (stereo not drawn)	6.3%	-9.1%	-6.2%	-4.8%	x	-51.3%	0.0
CN(C)C(CNC(C(=O)Nc1ccc([N+](=O)[O-])cc1Br)c1ccccc1)c1ccccc1 (stereo not drawn)	21.0%	-20.4%	-18.3%	-20.7%	-0.2%	64.8%[activator]	22.2

Whole records, quoted from the list. Order of values: TbPYK inhibitor, HCV inhibitor, AMA1-RON2 inh, AmpC detergent, LmPK inh, AmpC no deterg, HCMV inh
Profile of CCOc1ccc(C(=O)OCC(=O)NCc2ccccc2)cc1OCC → -2.5%, u, 10.2%, -8.1%, x, -7.4%, -3.3
Profile of CSc1nc2ncc(C(=O)O)c(N)n2n1 → 1.9%, -13.4%, 1.1%, -11.2%, -8.9%, -12.4%, u

More structures.
SMILES	TbPYK inhibitor	HCV inhibitor	AMA1-RON2 inh	AmpC detergent	LmPK inh	AmpC no deterg	HCMV inh
OC[C@@H]1CN(Cc2ccco2)C[C@H](n2cnc3c(NCc4ccncc4)ncnc32)O1	-3.5%	x	-5.1%	x	x	x	7.4
NC(=O)c1cc(-c2ccccc2)sc1NC(=O)CN1CCCCC1	-19.7%	12.6µM*	3.7%	-6.9%	-2.7%	-28.1%	-15.4
COc1ccccc1C(=O)Nc1ccc(Br)c2cccnc12	-8.1%	-26.8%	-16.4%	3.4%	-1.8%	-22.4%	-22.9
CC(C(=O)c1c[nH]c(C(=O)N=CN(C)C)c1)c1ncc(C(F)(F)F)cc1Cl (stereo not drawn)	6.8%	-3.1%	13.8%	10.2%	0.3%	-5.9%	5.2
Cc1ncc([N+](=O)[O-])n1CC(=O)Nc1ccc(F)c(F)c1	-2.3%	10.5%	-0.8%	u	6.0%	-8.6%	-0.4
CC1CCCC(C)N1C(=O)COC(=O)c1cc(Br)ccc1Cl (stereo not drawn)	2.3%	11.0%	6.4%	-3.4%	-3.1%	-18.9%	-19.0
CCOc1ccc(Br)cc1C(=O)N/N=C/c1cccc(C)n1	-0.8%	13.8%	-0.5%	-1.9%	1.1%	-0.2%	-0.5
COc1cccc(-c2nnn(CC(=O)NC3CCCC3)n2)c1OC	12.1%	u	-5.5%	-16.4%	-3.6%	-13.1%	-28.0
CCCn1c(SCC(=O)Nc2ccc3c(c2)OCO3)nc2c1c(=O)n(C)c(=O)n2C	-0.8%	u	6.2%	-9.6%	-0.4%	-9.9%	-19.5
CC(C)(C)NC(=O)NC(=O)COc1ccc(Br)cc1Br	-6.5%	-22.0%	2.1%	1.4%	0.6%	-15.7%	83.7
COc1ccc(CCNC(=O)c2cccc(S(=O)(=O)N3CCc4ccccc4C3)c2)cc1	3.9%	14.1µM*	3.9%	-0.2%	x	-15.5%	-3.3
C[C@]12C(=O)N(c3cccc(Cl)c3)C(=O)N1[C@H]1c3ccccc3OC[C@@H]1[C@H]2c1ccccc1	4.3%	-1.1%	-2.6%	u	0.2%	-27.9%	x
COc1ccc(CC(=O)Nc2cccc(S(=O)(=O)N3CCCCC3)c2)cc1	1.5%	u	-8.5%	-12.7%	x	-18.0%	-0.3
CCCNC(=O)NS(=O)(=O)c1ccc(Cl)cc1	0.0%&-1.3%	-9.5%[8.37 µM]	0.0%	-3.9%	4.5%	-29.3%	55.0
COc1ccc(/C=C2\SC(=O)N(CCC(=O)N3CCCCC3)C2=O)cc1OC	-1.3%	-8.7%	16.6%	-5.8%	0.6%	24.2%	-7.3
CNC(=O)C(=O)N/N=C/c1cccnc1	4.9%	23.5%	-8.2%	u	-0.9%	3.3%	3.4
O=S(=O)(Nc1ccccn1)c1ccc(C(F)(F)F)cc1Cl	0.4%	10.2%	-4.4%	0.9%	-1.9%	-26.9%	29.1
Cc1cc(NC(=O)CCCC(=O)N(CC(=O)NCCc2ccccc2)Cc2ccc(F)cc2)no1	4.7%	-16.1%	-13.1%	u	-4.1%	48.4%	-0.6
NC(=O)N/N=C/c1c(Sc2nnnn2-c2ccccc2)nc2ccccn2c1=O	-0.7%	u	15.0%	1.4%	0.9%	-12.2%	-72.8*
Cn1c(O)c(/C=C2\C=Nc3ccccc32)sc1=Nc1ccc(C(=O)O)cc1	-0.6%	11.6%	4.7%	-1.5%	0.2%	-23.8%	0.4
COc1ccc(OC)c(-n2c(O)c(C=NCc3ccc4c(c3)OCO4)c(=O)[nH]c2=O)c1	-0.2%	10.4%	2.2%	4.4%	2.4%	-11.4%	18.5
COc1ccc(C(=O)NCC(c2ccc3c(c2)OCO3)N2CCOCC2)cc1OC (stereo not drawn)	-14.6%	x	x	1.2%	x	x	11.9
Cc1ccc(-n2nc3c(=O)n(CC(=O)NCCc4ccccc4C)nc(C)c3c2C)cc1	-1.0%	5.01µM*	21.1%	2.8%	6.9%	21.3%	-73.4*
O=C(Nc1ccc(S(=O)(=O)N2CCOCC2)cc1)c1ccc(Br)o1	8.2%	u	11.0%	-12.7%	-1.9%	-22.0%	9.9
CCCN(CC(=O)Nc1ccccc1C)C(=O)C1CC(=O)N(Cc2ccccc2)C1 (stereo not drawn)	3.7%	-2.7%	5.5%	u	x	12.3%	-97.7*
COc1ccc(Cc2n[nH]c(=S)n2N)cc1OC	u	0.7%	69.3%[activator]	-1.6%	3.1%	-25.7%	-4.2
O=C(NCCc1ccccc1)c1cnc2ccccn2c1=O	-10.5%	-0.1%	-3.8%	-2.0%	-3.7%	-13.5%	66.1

Grouped by structure, the compounds so far containing a Cl atom.
SMILES	TbPYK inhibitor	HCV inhibitor	AMA1-RON2 inh	AmpC detergent	LmPK inh	AmpC no deterg	HCMV inh
CCn1cc(C(=O)NCCc2ccc(Cl)cc2)c(=O)c2ccc(C)nc21	1.7%	11.3%	13.2%	3.0%	0.5%	-18.1%	u
COc1cc2c(cc1OC)C(C)N(S(=O)(=O)c1ccc(Cl)nc1)CC2 (stereo not drawn)	-1.1%	-1.2%	-0.6%	2.8%	3.1%	-1.2%	-15.0
Cc1cc(C)cc(NC(=O)CN2C(=O)CN=C(c3ccccc3)c3cc(Cl)ccc32)c1	-0.4%	x	x	9.3%	x	x	17.8
O=C(CNC(=O)c1ccco1)OCc1ccccc1Cl	0.4%	4.3%	6.8%	x	x	-14.8%	-2.2
CC(C(=O)c1c[nH]c(C(=O)N=CN(C)C)c1)c1ncc(C(F)(F)F)cc1Cl (stereo not drawn)	6.8%	-3.1%	13.8%	10.2%	0.3%	-5.9%	5.2
CC1CCCC(C)N1C(=O)COC(=O)c1cc(Br)ccc1Cl (stereo not drawn)	2.3%	11.0%	6.4%	-3.4%	-3.1%	-18.9%	-19.0
C[C@]12C(=O)N(c3cccc(Cl)c3)C(=O)N1[C@H]1c3ccccc3OC[C@@H]1[C@H]2c1ccccc1	4.3%	-1.1%	-2.6%	u	0.2%	-27.9%	x
CCCNC(=O)NS(=O)(=O)c1ccc(Cl)cc1	0.0%&-1.3%	-9.5%[8.37 µM]	0.0%	-3.9%	4.5%	-29.3%	55.0
O=S(=O)(Nc1ccccn1)c1ccc(C(F)(F)F)cc1Cl	0.4%	10.2%	-4.4%	0.9%	-1.9%	-26.9%	29.1

High-throughput results: PubChem BioAssay, National Center for Advancing Translational Sciences (NCATS)
